# Bioassay records deposited in PubChem by several laboratories.
# KCNQ1 block – inhibitors of human KCNQ1 channel, primary screen, cell-based, thallium flux, high-throughput | B-score at 10 µM | CHO-K1 KCNQ1, FluxOR thallium flux fluorescence; active compounds read high | hit rate 1.3% among 310,000 | Potassium voltage-gated channel subfamily KQT member 1 (Homo sapiens), P51787;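 active means compounds whose thallium flux B-score, printed positive for inhibition, exceeds three library SD while starting fluorescence stays within three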;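 further: channel opened by potassium depolarization with thallium stimulus after 20 min compound exposure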
# GSK3B inh – human GSK3beta kinase inhibitors, primary screen, biochemical, cell-free homogeneous, HTS; Glycogen synthase kinase-3 beta (Homo sapiens), P49841; GST-GSK3beta kinase, ADP-Glo luminescence, 60 min; active compounds read low; activity score (negative = inhibition), % at 10 µM; hit rate 0.038% among 300,000;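 active means more than half of replicate wells score below -50%, meaning over 50% inhibition versus plate controls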;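 further: 0% = median DMSO wells and -100% = median GW8510 positive control wells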
# Target sequence (P49841 whole entry, looked up): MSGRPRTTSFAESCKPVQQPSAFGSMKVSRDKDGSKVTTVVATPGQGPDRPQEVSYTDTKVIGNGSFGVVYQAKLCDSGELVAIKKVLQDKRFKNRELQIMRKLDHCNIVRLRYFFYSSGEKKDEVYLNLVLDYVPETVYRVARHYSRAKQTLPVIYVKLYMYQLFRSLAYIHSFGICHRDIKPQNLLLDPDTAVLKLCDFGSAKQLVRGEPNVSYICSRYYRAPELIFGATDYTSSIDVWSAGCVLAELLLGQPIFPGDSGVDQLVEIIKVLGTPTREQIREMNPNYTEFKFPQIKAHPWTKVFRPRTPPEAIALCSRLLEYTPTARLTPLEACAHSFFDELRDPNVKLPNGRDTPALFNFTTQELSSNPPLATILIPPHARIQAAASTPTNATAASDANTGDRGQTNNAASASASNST
#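 Test system – GST-tagged human GSK3beta kinase, cell-free · Incubation – 60 min enzyme reaction, room temperature · Signal – ADP-Glo luminescence · Also added – peptide substrate and ATP at 25 µM · Controls – DMSO neutral wells and GW8510 at 20 µM as positive · Buffer or medium – Tris/MgCl2 kinase buffer · Measure – Luminescence-derived activity versus plate DMSO and GW8510 wells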
# HDAC3 inhib – HDAC3 deacetylase inhibitors, primary screen, biochemical, fluorescence, cell-free homogeneous; recombinant HDAC3, fluorogenic peptide/trypsin coupled; hit rate 0.15% among 320,000; AID 2718, 2010; inhibition, % at 8.3 µM; in the data active means inhibition above about 26%, passing the limit was not always enough
# hERG protect – hERG rescue from dofetilide block, primary screen, cell-based, CHO-hERG, FluxOR thallium flux, dofetilide IC70. hit rate 0.51% among 310,000. activation (rescue from dofetilide block), less the hit threshold, % at 10 µM. dofetilide IC70 present. Voltage-gated inwardly rectifying potassium channel KCNH2 (Homo sapiens), Q12809;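 active means activation above the mean of controls blocked by dofetilide plus 5 SD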;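 further: thallium influx through hERG after potassium depolarization seen as dye fluorescence rise; in these data hits start at about 4.7%; inactives centre near -7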
# KCNQ1 pot – potentiators or activators of KCNQ1 channel, primary screen, cell-based, thallium flux, high-throughput. Potassium voltage-gated channel subfamily KQT member 1 (Homo sapiens), P51787. CHO-K1 KCNQ1, thallium flux FluxOR fluorescence; active compounds read high. B-score at 10 µM. hit rate 0.35% among 310,000;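 active means fluorescence ratio B-score, a plate-corrected score, at least three library SD, with initial intensity B-score within 5 SD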
#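 System: CHO-K1 cells stably expressing KCNQ1 / Medium: assay buffer for compound exposure, DMSO matched across wells / Reagent: thallium- and potassium-containing depolarizing buffer / Compound: one concentration, matched DMSO / Incubation: 20 min compound pretreatment at room temperature / Measured by: kinetic FluxOR fluorescence, 10 s baseline plus 110 s post-stimulus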
# KCNK3 block – human KCNK3 channel inhibitors, primary screen, CHO cells, FluxOR thallium flux, B-score; FluxOR fluorescence; active compounds read low; B-score at 10 µM; hit rate 0.84% among 340,000;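 active means B-score under library mean minus 4 SD, starting fluorescence ratio at most library mean plus 5 SD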;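 further: more negative B-score means stronger inhibition of thallium flux through KCNK3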
# GSK3 alpha inh – blockers of GSK3A enzyme activity – biochemical, luminescence, cell-free homogeneous, HTS, primary screen; GSK-3 alpha kinase, ADP-Glo luminescence, 60 min; inhibition, % at 10 µM; hit rate 0.1% among 320,000; AID 2650, 2010;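 in the data active means inhibition above about 50%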;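 further: GST-tagged GSK-3 alpha with peptide substrate and 25 µM ATP; 0% = DMSO neutral wells and 100% = GW8510 positive control wells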
# Target sequence (P49840 whole entry, looked up): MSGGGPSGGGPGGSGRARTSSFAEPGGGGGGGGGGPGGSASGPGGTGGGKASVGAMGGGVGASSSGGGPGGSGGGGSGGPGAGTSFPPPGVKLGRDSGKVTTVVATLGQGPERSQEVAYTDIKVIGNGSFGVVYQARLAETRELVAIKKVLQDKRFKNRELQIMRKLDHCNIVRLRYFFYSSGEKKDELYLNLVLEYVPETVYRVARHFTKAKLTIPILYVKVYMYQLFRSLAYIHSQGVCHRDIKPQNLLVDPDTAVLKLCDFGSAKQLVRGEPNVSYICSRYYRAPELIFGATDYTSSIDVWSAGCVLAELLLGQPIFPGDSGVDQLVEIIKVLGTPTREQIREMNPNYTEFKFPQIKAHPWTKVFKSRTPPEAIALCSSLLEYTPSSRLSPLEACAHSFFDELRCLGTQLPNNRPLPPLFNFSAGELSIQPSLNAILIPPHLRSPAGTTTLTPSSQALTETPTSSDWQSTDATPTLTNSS
# RGS4 act – RGS4 potentiators or activators, primary screen, cell-based, HEK293 M3R inducible RGS4, calcium flux; hit rate 0.92% among 310,000; carbachol calcium flux Fluo4; active compounds read low; B-score at 10 µM; AID 463111, 2010;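 active means B-score of the integrated calcium signal more than 4 SD below the library mean, with starting fluorescence not abnormally high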;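 further: negative B-score means reduced calcium response which marks RGS4 activation or potentiation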
#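 System: HEK293 FlpIn-TREx cells, stable M3R, doxycycline-inducible RGS4. Timing: overnight RGS4 induction, 30 min dye load 37 °C, 20 min compound RT. Also added: carbachol, ECmax concentration. Measured by: Fluo4 fluorescence kinetic imaging of calcium. Evaluation: integrated calcium ratio converted to B score.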
# Dyrk1A ADPGlo – rat Dyrk1A kinase inhibitors, primary screen, biochemical, single point, plate reader. inhibition, % at 12.5 µM. ADP-Glo luminescence, NFATc1 peptide. Dual specificity tyrosine-phosphorylation-regulated kinase 1A (Rattus norvegicus), Q63470. AID 504441, 2011. hit rate 0.43% among 310,000; in the data active means inhibition above about 50%;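 further: plate controls were vehicle with enzyme for no effect and no enzyme for full effect; many of its hits are not listed in these tables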
# KCNK9 inh – KCNK9 potassium channel inhibitors, primary screen, HEK293 cells, thallium flux; Potassium channel subfamily K member 9 (Homo sapiens), Q9NPC2; hit rate 1.2% among 310,000; AID 488922, 2010; B-score at 10 µM; FluxOR thallium flux fluorescence; active compounds read low;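 active means ratio B-score over 3 SD below the library mean, with starting fluorescence within 5 SD of its mean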;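 further: negative B-score means less thallium flux so channel inhibition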
# PolyA inhibitor – polyadenylation inhibitors in yeast reporter cells, primary screen, luminescence, S. cerevisiae | AID 1875, 2009 | calls only at 12 µM | S. cerevisiae SKY197-pL101 polyadenylation reporter, beta-gal luminescence; efflux-impaired pdr1/pdr3 knockout yeast; score 100 = 6 SD above DMSO | hit rate 0.02% among 300,000;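 active means lowest replicate activity score at least 50, where 100 means six control SD above control mean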;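 further: yeast exposed to compound for 9 h at 30 °C; higher score means more reporter readthrough which indicates perturbed polyadenylation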
# * = called active by the depositor; i = inactive; x = not tested or not shown.
SMILES,KCNQ1 block,GSK3B inh,HDAC3 inhib,hERG protect,KCNQ1 pot,KCNK3 block,GSK3 alpha inh,RGS4 act,Dyrk1A ADPGlo,KCNK9 inh,PolyA inhibitor
O=C(CCCN1C(=O)/C(=C\c2cccs2)SC1=S)NNC(=O)c1cccnc1,i,-2,2,-6,i,i,-1,i,-1,i,i
C#Cc1ccc([C@H]2C=C(C(=O)N3CCN(Cc4ccccc4)CC3)O[C@@H](OCc3ccc(CO)cc3)C2)cc1,i,0,12,-9,i,i,-1,i,-4,i,i
O=C(c1ccccc1)c1ccc(OC(=O)N2CCOCC2)cc1,i,1,11,-9,i,i,-4,i,0,i,i
CC(C)CNC(=O)NC(=O)COC(=O)c1ccccc1Sc1ccc(C(F)(F)F)cc1[N+](=O)[O-],i,1,5,-3,i,i,-3,i,-4,i,i
CCCCC(Sc1nc(N)c(NC(=O)c2ccco2)c(=O)[nH]1)C(=O)O (centres undefined),i,-3,3,-5,i,i,-2,i,2,i,i
Cn1ccnc1SCC(=O)NC1CCCCC1,i,2,0,-4,i,i,4,i,-1,i,i
COCCCNC(=O)C(=O)Nc1ccc2c(c1)N(S(=O)(=O)c1cccs1)CCC2,i,0,10,-17,i,i,-2,i,3,i,i
N#Cc1c(C(F)(F)F)cc(Cc2ccccc2)nc1SCC(=O)NCC(=O)O,i,-3,3,-5,i,i,0,i,9,i,i
Cc1onc(-c2c(Cl)cccc2Cl)c1C(=O)NCCc1ccc(S(N)(=O)=O)cc1,i,-1,2,-5,i,i,-4,i,1,i,i
COc1ccccc1CC(=O)Nc1cccc(C(=O)NN2C(=O)c3ccccc3C2=O)c1,i,1,0,-9,i,i,-2,i,1,i,i
Cc1ccc(-c2cc(=O)c3cc(Cl)ccc3[nH]2)cc1,i,-6,2,-6,i,x,-4,i,x,i,i
O=C(Nc1nc(-c2ccc3ccccc3c2)cs1)c1ccc(N2C(=O)CCC2=O)cc1,i,1,-2,-11,i,i,-1,i,4,i,i
COc1ccc2c(=O)c(-c3cnn(-c4ccccc4)c3)c(C)oc2c1,i,3,-4,-9,i,i,1,i,x,i,i
Cc1c(NC(=S)N/N=C/C=C/c2ccccc2)c(=O)n(-c2ccccc2)n1C,i,6,12,-3,i,i,-3,i,2,i,i
COCCOC(=O)C1=C(C)NC2(O)c3ccccc3C(=O)C12O (centres undefined),i,-6,-1,-9,i,i,0,i,-4,i,i
O=C(COC(=O)C1CC1)NC(=O)NCc1ccccc1,i,2,3,-7,i,i,-2,i,2,i,x
COc1ccc(N=Cc2cc(Cc3ccccc3Cl)cc([N+](=O)[O-])c2O)cc1OC,i,0,2,-3,i,i,-3,i,7,i,i
O=C(NNC1=C(C(=O)C(F)(F)F)CCC1)c1cccc(Cl)c1,i,4,7,-13,i,i,-2,i,4,i,i
COc1ccc(CN2CCc3ccccc3C2)cc1Br,i,x,-3,-9,i,i,-2,i,2,i,i
CCCCCC(=O)Nc1cc(S(=O)(=O)N2CCOCC2)ccc1N1CCN(C)CC1,i,-6,1,-12,i,i,0,i,-7,i,i
CCCn1c2c(c(O)c(C(=O)Nc3nccs3)c1=O)CCCC2,i,-2,-4,-3,i,i,8,i,3,-6.6*,i
CCOC(=O)N/N=C/c1ccc(Oc2ccccc2)cc1,i,-1,x,-15,i,i,x,i,11,i,i
C/C(=N\OCC(=O)NC(C)C)c1cccs1,i,2,-7,-6,i,i,-4,i,x,i,i
COC(=O)N1CCN(c2ccc(C)cc2)C(C)C1 (centres undefined),i,-3,-3,-13,i,i,0,i,1,i,i
COCCCNC(=O)/C(C#N)=C/c1c(N2CCN(C)CC2)nc2c(C)cccn2c1=O,i,3,-71,-1,i,i,-1,i,x,i,i
COCCCNC(=O)/C(C#N)=C/c1cc(C)[nH]c1C,i,6,-1,-1,i,i,-3,i,-19,i,i
COc1cc(NC(=O)CSc2nnc3n2C(C)(C)Cc2ccccc2-3)cc(OC)c1,i,-1,3,-9,i,i,17,i,-1,i,i
CCOc1cc(S(=O)(=O)NC2CCCC2)ccc1Cl,i,1,7,-3,i,i,-1,i,-1,i,x
c1ccc2c(c1)OCCOCCOCCO2,i,2,-1,-11,i,i,0,i,-3,i,i
C#CC(CC)(CC)NC(=S)Nc1ccc(S(N)(=O)=O)cc1,i,-11,2,-7,i,i,0,i,-3,i,i
COc1ccc(NC(=O)CCCC2=NS(=O)(=O)c3ccccc3N2)cc1,i,0,-3,-9,i,i,-1,i,2,i,x
O=C(c1ccco1)N(Cc1cccs1)C1CCS(=O)(=O)C1 (centres undefined),i,-7,5,-5,i,i,-1,i,-6,i,i
O=C(OCN1C(=O)c2ccccc2C1=O)C1CCCCC1,i,-5,-6,-4,i,i,0,i,3,i,i
Cc1cccc(C(=O)Nc2cccc(-c3cnc4ccccc4n3)c2)c1,i,-2,-1,-14,i,i,0,i,-1,i,i
COc1ccc(-n2ccn(CC(=O)Nc3ccc(OC)cc3OC)c(=O)c2=O)cc1,i,3,2,-9,i,i,-3,i,-1,i,i
COc1ccc(NC(=O)Nc2ccc3nccnc3c2)cc1,i,1,0,-9,i,i,13,i,6,i,i

# One compound at a time, as listed above. Order of values: KCNQ1 block	GSK3B inh	HDAC3 inhib	hERG protect	KCNQ1 pot	KCNK3 block	GSK3 alpha inh	RGS4 act	Dyrk1A ADPGlo	KCNK9 inh	PolyA inhibitor
# `COc1cc(NC(=O)CSc2nnc3n2C(C)(C)Cc2ccccc2-3)cc(OC)c1` is listed as i	-1	3	-9	i	i	17	i	-1	i	i
# `c1ccc2c(c1)OCCOCCOCCO2` is listed as i	2	-1	-11	i	i	0	i	-3	i	i

# Carrying on.
SMILES,KCNQ1 block,GSK3B inh,HDAC3 inhib,hERG protect,KCNQ1 pot,KCNK3 block,GSK3 alpha inh,RGS4 act,Dyrk1A ADPGlo,KCNK9 inh,PolyA inhibitor
C/C(=N\NC(=O)COc1cc(C)cc(C)c1)c1cccc(NC(=O)C2CCC2)c1,i,-1,-2,-12,i,i,0,i,-2,i,x
CCOC(=O)c1ccc(Oc2nc(OC)cc(OC)n2)cc1,i,-1,1,-6,i,i,-3,i,1,i,i
Cc1ccc(/C=C/C(=O)N2CCc3ccccc3C2)cc1,i,-23,0,-8,i,i,-4,i,1,i,i
CSc1sc(C(=O)NCC2CC2)cc1S(=O)(=O)C(C)C,i,-2,-2,1,i,i,-3,i,-7,i,i
CN(C)CCN(Cc1ccccc1)c1ccnc(N(C)C)c1C#N,i,-9,1,-11,i,i,-3,i,4,i,i
COc1ccc(C2=NN(S(C)(=O)=O)C(c3cccs3)C2)cc1OC (centres undefined),i,0,1,-2,i,i,-2,i,6,i,i
O=S1(=O)NC(=NC2CCCCCC2)c2ccccc21,i,0,2,-10,i,i,5,i,35,i,i
CN(Cc1ccc(Cl)cc1Cl)C(=O)c1cc(=O)c2ccccc2o1,i,6,-1,-8,i,i,-1,i,1,i,i
O=C1c2cccc3c([N+](=O)[O-])ccc(c23)C(=O)N1c1ccccn1,i,1,11,-14,i,i,1,-7.8*,x,-6.6*,i
CN(CC(=O)Nc1ccc(S(=O)(=O)N2CCCC2)cc1)Cc1ccc(Cl)cc1,i,0,15,-10,i,i,0,i,-2,i,i
CC1Cc2nc(SCC(=O)NCc3ccco3)n(Cc3ccccc3)c(=O)c2S1 (centres undefined),i,-1,-7,-12,i,i,-5,i,0,i,i
O=C(c1ccc(Cl)cc1)n1c(NCc2ccccc2)n[nH]c1=S,i,-2,-9,-9,i,i,-3,i,x,i,i
CCn1nc2cc(C(=O)NCCc3cccs3)ccc2c1OC,i,0,-26,-4,i,i,-2,i,3,i,x
CCOC(=O)C1C(c2ccc3c(c2)OCO3)NC(=O)NC1(O)C(F)(F)F (centres undefined),i,-2,-8,-6,i,i,0,i,0,i,i
CCCCNc1c(N)n(CCC)c(=O)[nH]c1=O,i,2,-1,-11,i,i,8,i,7,i,i
O=C(CN1CCOCC1)OCCCC1CCCCC1,i,-2,-10,-4,i,i,5,i,4,i,i
CCN(CC)c1ccc2c(C)c(Cl)c(=O)oc2c1,i,0,-81,-28,i,i,-1,i,6,i,i
O=C(NCc1ccc2c(c1)OCO2)C1Cc2ccccc2CN1C(=O)c1ccco1 (centres undefined),i,2,-3,-8,i,i,1,i,-2,i,i
CCCCC(=O)Nc1nnc(CCOC)s1,i,3,0,-11,i,i,2,i,-2,i,i
Cn1c(SCC(=O)Nc2nccs2)nnc1-c1ccncc1,i,0,-2,2,i,i,3,i,-4,i,i
CCOC(=O)c1c(C)n(C)c2ccc(OC)c(NC(=O)CN3CCCCC3)c12,i,3,2,-8,i,i,1,i,5,i,i
CCCN1C(=O)/C(=C2\SC(=S)N(c3c(C)n(C)n(-c4ccccc4)c3=O)C2=O)c2ccccc21,i,-1,1,-8,i,x,-5,i,x,i,i
COc1ccc(C2C(C(C)=O)=C(O)C(=O)N2Cc2cccnc2)cc1 (centres undefined),i,0,3,-2,i,i,-3,i,-8,i,i
C=CCOc1ccc(C2C3=C(CCCC3=O)N(CC(=O)O)C3=C2C(=O)CCC3)cc1OCC,i,-1,1,-3,i,i,-7,i,-2,i,i
CC(=O)N1N=C(c2ccc(Cl)cc2)OC1(C)C,i,4,-4,-10,i,i,-1,i,-8,i,i
O=C(Cc1cccc(F)c1)Nc1ccc2c(c1)CCC2,i,3,11,-2,i,i,2,i,-4,i,i
CCOC(=O)c1ccc(NC(=O)NCc2ccc(OC)cc2)cc1,i,0,-3,-8,i,i,x,i,-1,i,i
COc1ccc(/C=C2/CCc3ccccc3C2=O)cc1CN1CCOCC1,i,-3,x,-15,i,i,x,i,5,i,i

# An excerpt, so the mix of outcomes need not match the whole.
